Screening data (PubChem)
LRH-1 inv ag – LRH-1 (NR5A2) inverse agonists, primary screen, cell-based, luminescence, HEK293T, StAR-luciferase reporter. Nuclear receptor subfamily 5 group A member 2 (Homo sapiens), O00482. LRH-1 transfected, 24 h. inhibition, % at 3.6 µM. actives 0.13% (n = 360,000). AID 602396, 2012;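 active means inhibition above the mean inhibition of all tested compounds plus 3 SD, cut at about 73% in these data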;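 further: 0% = DMSO wells and 100% = reporter-only cells lacking LRH-1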
TROY signal inh – inhibitors of TROY-driven NF-kB signaling, primary screen, Q293 LMP1-TROYcd cells, NF-kB luciferase, uHTS; Q293 LMP1-TROYcd NF-kB luciferase reporter, 4 h; inhibition, % at 10 µM; actives 0.98% (n = 360,000); AID 1347056, 2019;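 active means compounds whose plate-normalised and pattern-corrected inhibition of the luciferase reporter signal at the single screening dose is 50% or more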
NR2F2 inh – NR2F2 transcriptional activity inhibitors, primary screen, cell-based, luciferase reporter, HEK293T, luminescence; COUP transcription factor 2 (Homo sapiens), P24468; HEK293T NGFI-A luciferase reporter; inhibition, % at 8.6 µM; actives 0.7% (n = 370,000); AID 686940, 2013;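 active means inhibition above a per-plate cutoff, mean inhibition of test wells between control levels plus 3 SD, cut at about 38% in these data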;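 further: cells cotransfected with COUP-TFII expression vector driving the NGFI-A reporter; 0% = median of COUP-TF2 test wells and 100% = reporter-only cells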
Target sequence (P24468 whole entry, looked up): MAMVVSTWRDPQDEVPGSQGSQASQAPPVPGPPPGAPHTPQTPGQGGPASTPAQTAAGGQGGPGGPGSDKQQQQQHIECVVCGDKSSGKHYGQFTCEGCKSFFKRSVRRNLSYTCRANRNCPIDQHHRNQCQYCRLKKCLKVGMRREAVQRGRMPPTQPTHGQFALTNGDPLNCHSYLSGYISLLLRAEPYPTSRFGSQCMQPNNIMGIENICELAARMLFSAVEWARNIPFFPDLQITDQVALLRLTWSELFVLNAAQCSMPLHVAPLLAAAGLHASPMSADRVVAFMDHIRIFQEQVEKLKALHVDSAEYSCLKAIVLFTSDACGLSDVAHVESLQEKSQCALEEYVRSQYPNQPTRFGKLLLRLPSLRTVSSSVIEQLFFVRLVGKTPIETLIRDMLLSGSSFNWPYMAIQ
SRC3 inh – SRC3 coactivator transcriptional activity inhibitors, primary screen, cell-based, luminescence. Nuclear receptor coactivator 3 (Homo sapiens), Q9Y6Q9. HEK293 GAL4-SRC3 luciferase reporter. inhibition, % at 3.6 µM. actives 0.17% (n = 360,000);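 active means inhibition above a per-campaign cutoff, the mean of all compounds plus 3 SD, cut at about 60% in these data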;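 further: 0% = DMSO-treated cells and 100% = gossypol-treated cells at 36 µM; higher means less SRC3-driven luciferase light from the GAL4 reporter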
NOD2-RIPK2 inh – NOD2-RIPK2 binding disruptors in cells, primary screen, fluorescence, CHO cells, BLA complementation; actives 0.38% (n = 360,000); AID 624267, 2012; inhibition, % at 4.98 µM; CCF4 ratio; in the data active means inhibition above about 21%;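 further: 0% = vehicle only and 100% = reference blocker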
Target sequence (O43353 whole entry, looked up): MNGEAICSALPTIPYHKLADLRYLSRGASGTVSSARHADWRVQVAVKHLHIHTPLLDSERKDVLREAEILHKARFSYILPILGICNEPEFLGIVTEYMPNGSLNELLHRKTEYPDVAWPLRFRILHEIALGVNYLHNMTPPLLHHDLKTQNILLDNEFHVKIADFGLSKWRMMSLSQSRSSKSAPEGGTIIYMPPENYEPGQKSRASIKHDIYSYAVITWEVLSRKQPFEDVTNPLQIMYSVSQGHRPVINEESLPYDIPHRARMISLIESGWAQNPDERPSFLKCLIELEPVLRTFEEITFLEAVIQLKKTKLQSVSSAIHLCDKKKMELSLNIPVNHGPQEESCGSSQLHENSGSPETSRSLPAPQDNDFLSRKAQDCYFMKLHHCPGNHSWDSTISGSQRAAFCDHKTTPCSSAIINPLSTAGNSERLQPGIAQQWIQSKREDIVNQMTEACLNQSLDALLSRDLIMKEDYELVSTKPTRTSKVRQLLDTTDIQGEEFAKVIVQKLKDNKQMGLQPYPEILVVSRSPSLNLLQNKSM
LMP1 NFkB inh – EBV LMP1-driven NF-kappaB luciferase reporter inhibitors, primary screen, cell-based, luminescence, single point; LMP1-induced NF-kappaB luciferase reporter cells; inhibition, % at 12.5 µM; actives 0.69% (n = 350,000); AID 504558, 2011; in the data active means inhibition above about 41%;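 further: 0% = neutral control wells and 100% = reference inhibitor control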
NCOA2 inhibitor – inhibition of GAL4-SRC2 driven luciferase reporter, primary screen, SRC2 inhibitor project, cell-based, luminescence; Nuclear receptor coactivator 2 (Homo sapiens), Q15596; inhibition, % at 9 µM; HEK293 GAL4-SRC2 luciferase reporter; actives 0.17% (n = 370,000);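 active means inhibition above the mean inhibition of all tested compounds plus 3 SD, set per campaign, cut at about 52% in these data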;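 further: 0% = DMSO treated cells and 100% = cells given Gossypol at 36 µM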
SRC1 inh – SRC1 coactivator transcriptional activity inhibitors, primary screen, cell-based, luminescence; actives 0.12% (n = 360,000); inhibition, % at 3.6 µM; HEK293 GAL4-SRC1 luciferase reporter;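 active means inhibition above the campaign mean plus 3 SD, with each screening campaign given its own cutoff, cut at about 60% in these data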;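 further: 0% = DMSO treated cells and 100% = gossypol at 36 µM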
TWEAK-Fn14 inh – inhibitors of TWEAK-Fn14 signaling, primary screen, luciferase reporter cells, uHTS; inhibition, % at 10 µM; TWEAK-stimulated Fn14 reporter cells, luciferase luminescence, 8 h; actives 2% (n = 360,000); in the data active means inhibition above about 50%
C8 TRAIL sens – viability loss with TRAIL in NB7+C8 cells, primary screen, TRAIL sensitizer project, cell-based, ATPlite luminescence; AID 624354, 2012; actives 1% (n = 360,000); inhibition (viability loss, TRAIL sensitization), % at 10 µM;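 active means compounds causing at least 50% loss of cell viability in the single-dose screen, relative to plate controls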
TLR9-MyD88 block – inhibitors of TLR9-MyD88 association in cells, primary screen, cell-based, CHO, BLA complementation, fluorescence. actives 0.21% (n = 340,000). Toll-like receptor 9 (Homo sapiens) + Myeloid differentiation primary response protein …. CCF4 FRET ratio. AID 504734, 2011. inhibition, % at 4.98 µM;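 active means inhibition above the mean over all tested compounds plus 3 SD, cut at about 21% in these data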;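 further: 0% = DMSO only wells and 100% = clavulanate BLA inhibitor control wells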
* marks the source's active call; other numbers are inactive results; / = no result given. Only part of the results is shown; the hit share may differ from the screen's.

nr	Molecule	TLR9-MyD88 block	LMP1 NFkB inh	LRH-1 inv ag	NOD2-RIPK2 inh	C8 TRAIL sens	NCOA2 inhibitor	SRC1 inh	NR2F2 inh	TWEAK-Fn14 inh	SRC3 inh	TROY signal inh
1	COc1ccccc1OCC(O)Cn1c(=N)n(CCN2CCCCC2)c2ccccc21 (stereo unspecified)	-4	-12	-5	4	16	-13	-3	-5	-45	6	-9
2	CN(C)S(=O)(=O)N1CCN(C(=O)N2CCCCC2)CC1	-5	2	-10	-3	-7	-5	-8	-8	-1	11	18
3	Cc1cc(N2CCN(C(=O)c3ccoc3)CC2)n2nc(-c3ccccc3)cc2n1	-1	4	24	0	-6	-13	-17	-4	10	-3	15
4	Cc1cc(N)n2nc(C(F)(F)F)nc2n1	1	2	1	-7	-1	-10	6	-50	8	6	14
5	Cc1nc([N+](=O)[O-])cn1CC(=O)Nc1ccc2c(c1)OCO2	-6	3	1	-1	-14	11	-8	9	-9	14	-1
6	O=C(O)CCCC(=O)Nc1ccc2c(c1)oc1ccccc12	-2	0	12	-10	3	1	-6	0	8	-11	5
7	O=C(c1ccc(Cl)cc1)C1CCN(C(=O)c2ccccc2)CC1	5	16	4	-6	0	11	-6	19	-14	4	14
8	CCOC(=O)c1cccc(-c2c(-c3ccccc3)ncc3cc(OC)c(OC)cc23)c1	-5	8	-103	-2	-3	-58	-82	-21	-66	-68	-9
9	O=C(Nc1cc(Cl)ccc1O)c1cc(-c2ccco2)on1	-12	-18	-59	-1	5	-46	-45	-26	-39	-74	-50
10	COc1cc(/C=C2\COC/C(=C\c3cc(OC)c(OC)c(OC)c3)C2=O)cc(OC)c1OC	12	91*	-12	10	72*	75*	-187	60*	102*	3	78*
11	C[C@@H]1CN([C@@H](C)CO)C(=O)CCCn2nncc2CO[C@@H]1CN(C)S(=O)(=O)c1ccc(C#N)cc1	5	-2	-10	3	0	-14	-17	-18	-11	-13	-7
12	O=c1c2ccccc2ncn1Cc1ccc(Cl)c(Cl)c1	5	-21	-13	7	-7	16	-19	18	-8	-4	-7
13	CCn1cc(Br)c(C(=O)NC(C)c2ccccc2)n1 (stereo unspecified)	-4	-11	-12	-1	-14	-39	-4	-1	14	12	-1
14	O=C(Nc1ccc2nsnc2c1)c1ccc2c(c1)OCO2	-13	-17	-121	-7	48	/	-105	/	19	-68	-38
15	Cc1ccc(NC(=O)CCNC(=O)c2ccco2)cc1	4	-7	12	-3	-2	-15	-4	9	1	-4	0
16	Cc1cc(C(=O)N/N=C/c2cc(Br)cc(Br)c2OC(=O)c2cccc(F)c2)n[nH]1	-15	19	9	-4	35	-28	12	1	14	-4	44
17	O=C(O)CCC(=O)Nc1ccc(C(=O)OCC(=O)c2ccc(Cl)cc2Cl)cc1	2	1	-6	-1	-5	11	4	-2	10	-4	-21
18	O=C(C1CC(c2ccc(F)cc2)=NO1)N1CCN(c2ccccc2)CC1 (stereo unspecified)	12	-5	17	-1	-2	7	-8	-4	-9	2	-18
19	O=C(NCc1ccc2c(c1)OCO2)NC1CCCCC1	-1	-11	-22	-3	5	-11	-5	-37	-4	10	-4
20	c1ccc(CNc2nc(NCc3ccccc3)c3sccc3n2)cc1	/	/	3	-1	10	11	-23	4	39	-1	58*
21	CCOC(=O)c1c(C)[nH]c(C)c1C(=O)COC(=O)c1cccc(C)c1O	-23	-6	-39	-6	-2	7	-6	6	-6	18	12
22	O=C(Nc1cccc(C(=O)N2CCCCC2)c1)C1CCCC1	0	3	3	-11	4	11	-19	-6	5	7	3
23	Fc1ccc(NC(=S)N2CCCN(c3ccc(C(F)(F)F)cn3)CC2)c(F)c1	-5	19	43	0	35	18	25	64*	32	19	27
24	O=C(NCCOC(=O)c1ccccc1C(=O)OCCNC(=O)c1cccnc1)c1cccnc1	6	5	4	-6	-5	20	-18	3	0	5	1
25	O=C(Nc1ccc2ccccc2c1)c1cccc(F)c1	-8	-59	-139	-9	16	-26	-83	-48	6	-105	-13
26	Cc1ccc(N2CC(C(=O)NCc3cccnc3)CC2=O)cc1 (stereo unspecified)	4	-3	-6	2	-7	-4	-4	6	2	-11	5
27	CC(=O)c1cccc(NC(=O)COC(=O)CCNS(=O)(=O)c2ccccc2)c1	-8	-1	-7	-16	-17	-24	-26	12	-17	3	0
28	CC(C)(C)c1ccc(-n2ncc3c2CCCC3NC(=O)CCCn2cncn2)cc1 (stereo unspecified)	-12	5	3	-5	10	-3	-23	25	17	7	6
29	O=S(=O)(CCN1CCCC1)NCCNS(=O)(=O)c1ccc(F)cc1Br	2	-6	11	-3	9	-32	-9	-3	-14	-1	-25
30	CCOC(=O)c1sc2ncn(C(C)C(=O)OC)c(=O)c2c1C (stereo unspecified)	10	0	-15	-2	5	1	-15	-11	-5	11	-12
31	O=C(CSc1ncnc2sc3c(c12)CCCC3)N1CCC(c2noc3ccc(F)cc23)CC1	-3	1	9	-5	-15	-9	-3	-4	18	-1	-19
32	Cn1cccc1C(=O)OCC(=O)N1CCc2ccccc2C1	2	-20	-71	-1	-8	-66	-71	-28	-14	-86	-63
33	C=CCOC(=O)C(=O)/C=C/c1c(C)n(C)n(-c2ccccc2)c1=O	-9	-38	-1	-10	4	-15	9	-3	6	0	5
34	COc1ccc([N+](=O)[O-])cc1C(=O)C(=O)c1ccccc1	0	4	4	6	-5	5	5	-15	11	3	5
35	O=C(c1ccccc1S(=O)(=O)NCc1ccccc1)N1CCCCC1	-1	-4	-3	0	-3	-18	-16	-13	-2	-11	-18
36	COCC1CCCN(Cc2nc(Cc3ccccc3)no2)C1 (stereo unspecified)	3	2	-7	-1	-3	6	17	11	13	8	-14
37	COc1cccc(OCc2cc(/C=N/NC(=O)c3nc(Cl)c(Cl)c(N)c3Cl)ccc2OC)c1	-5	-5	-4	-3	0	3	-14	13	-1	-13	11
38	Cc1ccc(C)c(NC(=O)COc2cccc3c2CCN(Cc2ccccc2)C3=O)c1	-5	-3	-15	3	4	-37	-5	8	-16	-2	-11
39	COc1cc2c(cc1NC(=O)COC(=O)[C@@H](NC(=O)c1ccccc1F)C(C)C)oc1ccccc12	-1	-14	-20	4	1	2	-6	-5	11	-7	-8
40	O=[N+]([O-])c1cccc(-c2ccc3nnc(SCc4ccccn4)n3n2)c1	0	-2	38	2	9	8	-18	0	-6	31	-19
41	Cc1ccc([N+](=O)[O-])cc1NC(=O)CN1CCC(C)CC1	-8	-6	8	-14	-14	6	-23	9	2	-8	1
42	CCc1nnc(NS(=O)(=O)c2ccc(NC(=O)c3ccccc3)cc2)s1	10	-2	-23	-1	8	0	5	-10	7	7	-5
43	O=C(CSc1cccc2cccnc12)OCC(=O)c1ccccc1	-6	-5	13	-19	-19	-18	6	-8	-14	-17	1
44	O=C1NCCN1c1ccccc1	-6	0	3	1	-5	7	-4	4	8	-10	-5

An excerpt of these results, screen by screen:
44) O=C1NCCN1c1ccccc1
38) Cc1ccc(C)c(NC(=O)COc2cccc3c2CCN(Cc2ccccc2)C3=O)c1
35) O=C(c1ccccc1S(=O)(=O)NCc1ccccc1)N1CCCCC1
36) COCC1CCCN(Cc2nc(Cc3ccccc3)no2)C1 (stereo unspecified)
43) O=C(CSc1cccc2cccnc12)OCC(=O)c1ccccc1
34) COc1ccc([N+](=O)[O-])cc1C(=O)C(=O)c1ccccc1
39) COc1cc2c(cc1NC(=O)COC(=O)[C@@H](NC(=O)c1ccccc1F)C(C)C)oc1ccccc12

| assay / entry | 44 | 38 | 35 | 36 | 43 | 34 | 39 |
| --- | --- | --- | --- | --- | --- | --- | --- |
| TLR9-MyD88 block | -6 | -5 | -1 | 3 | -6 | 0 | -1 |
| LMP1 NFkB inh | 0 | -3 | -4 | 2 | -5 | 4 | -14 |
| LRH-1 inv ag | 3 | -15 | -3 | -7 | 13 | 4 | -20 |
| NOD2-RIPK2 inh | 1 | 3 | 0 | -1 | -19 | 6 | 4 |
| C8 TRAIL sens | -5 | 4 | -3 | -3 | -19 | -5 | 1 |
| NCOA2 inhibitor | 7 | -37 | -18 | 6 | -18 | 5 | 2 |
| SRC1 inh | -4 | -5 | -16 | 17 | 6 | 5 | -6 |
| NR2F2 inh | 4 | 8 | -13 | 11 | -8 | -15 | -5 |
| TWEAK-Fn14 inh | 8 | -16 | -2 | 13 | -14 | 11 | 11 |
| SRC3 inh | -10 | -2 | -11 | 8 | -17 | 3 | -7 |
| TROY signal inh | -5 | -11 | -18 | -14 | 1 | 5 | -8 |

Only SRC1 inh, for some of the entries so far:
cpd | SMILES | SRC1 inh
40 | O=[N+]([O-])c1cccc(-c2ccc3nnc(SCc4ccccn4)n3n2)c1 | -18
41 | Cc1ccc([N+](=O)[O-])cc1NC(=O)CN1CCC(C)CC1 | -23
